# DNMT1 block: human DNMT1 methyltransferase inhibitors, primary screen, biochemical, molecular beacon, fluorescence, HinP1I cleavage, uHTS. inhibition (reported as % activation of signal), % at 10 µM. actives 0.83% (n = 360,000); in the data active = inhibition above about 50%
# SKN-1 inh: suppressors of acrylamide-induced Pgst-4::GFP reporter in worms, primary screen, SKN-1 inhibitor project, whole organism, uHTS, GFP/RFP fluorescence ratio, strain VP596; C. elegans VP596 Pgst-4::GFP/RFP ratio, 24 h; inhibition, % at 21.8 µM; actives 0.49% (n = 360,000); AID 624304, 2012;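 active = interference check ratio from 0.5 to 1.5 plus GFP to RFP signal ratio inhibition reaching or exceeding a fixed threshold, cut at about 30% in these data, passing the limit was not always enough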; also: some compounds called inactive have numbers as strong as hits
# NadD inh: inhibitors of S. aureus NadD, primary screen, biochemical, colorimetric, uHTS | actives 0.78% (n = 360,000) | inhibition, % at 20 µM | Nicotinate-nucleotide adenylyltransferase NadD (Staphylococcus aureus N315) | purified NadD enzyme, colorimetric absorbance read-out; in the data active = inhibition above about 26%; also: some compounds past the cut are filed as inactive
# LMPTP block: LMPTP phosphatase inhibitors, primary screen, biochemical, fluorescence intensity, uHTS; Low molecular weight phosphotyrosine protein phosphatase (Homo sapiens), P24666; recombinant LMPTP-A, OMFP fluorogenic substrate; inhibition, % at 20 µM; actives 0.22% (n = 360,000); AID 651560, 2012;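 active = compounds that cut the enzyme signal by at least half of the control window in the single-dose screen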;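 also: plate controls were DMSO wells with enzyme plus substrate for no effect and substrate without enzyme for full effect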
# Target sequence (P24666 whole entry, looked up): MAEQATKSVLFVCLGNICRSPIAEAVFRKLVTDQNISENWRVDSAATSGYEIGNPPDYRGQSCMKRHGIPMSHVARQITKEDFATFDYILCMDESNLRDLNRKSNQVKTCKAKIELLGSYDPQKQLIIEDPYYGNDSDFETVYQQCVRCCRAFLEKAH
#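 Test system: LMPTP-A phosphatase enzyme; input: 0.625 nM LMPTP-A final; reagent: OMFP substrate, 400 µM final; compound dosing: 20 µM single dose, 3% DMSO; incubation: 50 min dark incubation at room temperature; measured by: endpoint fluorescence intensity from OMFP dephosphorylation; measure: % inhibition relative to no-enzyme and uninhibited control wells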
# MT1-MMP act inh: blockers of MT1-MMP proenzyme processing, primary screen, HT1080 RFP-PRO-GFP cells, GFP/RFP fluorescence; actives 0.061% (n = 360,000); GFP/RFP ratio fluorescence, overnight; percent of plate control window, DMSO zero; Matrix metalloproteinase-14 (Homo sapiens), P50281; AID 651647, 2012; GFP/RFP ratio change, % at 20 µM;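 active = GFP/RFP ratio change of at least 30% with cell ATP level not reduced by more than half and red fluorescence within 50% of control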; also: strong numbers were not always called active
#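 Assay system: HT1080 cells carrying an RFP-PRO-GFP reporter | Dosing: Single dose of 20 µM compound, 1% DMSO final | Incubation: Cells overnight before dosing, compound overnight, 37 °C, 5% CO2 | Evaluation: GFP/RFP fluorescence ratio | Control set: DMSO and RFP-L50D-GFP cell wells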
# Scp-1 inhibitor: Scp-1 phosphatase inhibitors, primary screen, biochemical, colorimetric, uHTS. actives 0.88% (n = 340,000). Recombinant Scp1, phosphopeptide, malachite green phosphate absorbance. Carboxy-terminal domain RNA polymerase II polypeptide A small phosphatase 1 (Homo …. inhibition, % at 20 µM. AID 493091, 2011;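 active = inhibition above about 50% at 20 µM, limit read from the data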;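 also: plate controls were DMSO wells with enzyme for no effect and wells lacking enzyme for full effect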
# Target sequence (Q9GZU7 76-261 limits assumed): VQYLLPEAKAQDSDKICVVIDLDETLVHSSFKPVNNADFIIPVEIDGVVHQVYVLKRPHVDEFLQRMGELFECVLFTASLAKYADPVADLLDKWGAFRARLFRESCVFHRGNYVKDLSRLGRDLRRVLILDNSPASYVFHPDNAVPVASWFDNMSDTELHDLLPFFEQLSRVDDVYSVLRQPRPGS
#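 Material: truncated SCP-1 phosphatase (76-261aa) / Buffer or medium: 50 mM Tris acetate pH 5.5, 0.005% Tween-20, 10 mM MgCl2 / Compound dosing: one concentration, 20 µM, with 1.0% DMSO / Incubation: 45 min room-temperature reaction, 5 min colour, 30 min stabiliser / Detection: colorimetric free-phosphate detection, absorbance 630 nm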
# Rpn11 block: Rpn11 (PSMD14) deubiquitinase inhibitors, primary screen, biochemical, fluorescence polarization, uHTS. actives 0.59% (n = 360,000). human 26S proteasome, Ub4-pepOG fluorescence polarization; 20S core pre-blocked with epoxomicin. calls only at 20 µM. 26S proteasome non-ATPase regulatory subunit 14 (Homo sapiens), O00487;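 active = inhibition at 20 µM, scaled to each plate's controls, above about 33%, limit read from the data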
# Target sequence (O00487 whole entry, looked up): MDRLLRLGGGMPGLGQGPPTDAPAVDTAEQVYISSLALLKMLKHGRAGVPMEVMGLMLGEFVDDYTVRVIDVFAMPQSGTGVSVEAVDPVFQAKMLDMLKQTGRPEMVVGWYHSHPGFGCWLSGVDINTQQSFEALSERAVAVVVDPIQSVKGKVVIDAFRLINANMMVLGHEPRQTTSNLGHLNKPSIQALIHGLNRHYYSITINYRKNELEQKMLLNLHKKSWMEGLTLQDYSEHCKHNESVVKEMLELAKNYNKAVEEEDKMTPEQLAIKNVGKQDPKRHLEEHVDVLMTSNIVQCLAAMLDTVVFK
# NRP1-CendR mod: modulators of CendR peptide binding to NRP-1, primary screen, biochemical, fluorescence polarization, uHTS. Neuropilin-1 (Homo sapiens), O14786. inhibition, % at 25 µM. AID 602438, 2012. actives 0.85% (n = 360,000). FAM-RPARPAR peptide binding to NRP-1;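 active = inhibition or corrected inhibition above about 18%, plus a signal ratio from 0.5 to 1.5, limit read from the data, passing the limit was not always enough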; also: strong numbers were not always called active
# STEP inh: STEP phosphatase inhibitors, primary screen, biochemical, fluorescence intensity, uHTS; recombinant STEP, OMFP fluorogenic substrate; inhibition, % at 20 µM; actives 0.25% (n = 360,000); AID 588621, 2011;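 active = inhibition at 20 µM, scaled per plate between control wells, above about 37%, limit read from the data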;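 also: 0% = DMSO with enzyme and substrate and 100% = substrate only without enzyme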
#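 Measure: Control-normalized % inhibition with plate pattern correction | Test system: STEP phosphatase, cell-free reaction | Medium: pH 6.0 Bis-Tris with DTT and Tween 20 | Technique: Fluorescence, 480/540 nm | Times: Reaction 20 min, ambient temperature | Doses: Single compound dose of 20 µM, 1% DMSO final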
# SUMO1-SIM PPI: modulators of SUMO1 protein-protein interactions, primary screen, biochemical, uHTS. Small ubiquitin-related modifier 1 (Homo sapiens), P63165. SUMO1 binding to a labelled peptide, TR-FRET, 1 h. inhibition, % at 20 µM. actives 0.33% (n = 360,000); in the data active = inhibition above about 37%
# Target sequence (P63165 whole entry, looked up): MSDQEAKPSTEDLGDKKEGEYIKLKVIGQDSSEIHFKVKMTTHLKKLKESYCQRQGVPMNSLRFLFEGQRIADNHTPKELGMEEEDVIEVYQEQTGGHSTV
# Numbers without * were called inactive; i = inactive; / = no result given.
SMILES,DNMT1 block,SKN-1 inh,NadD inh,LMPTP block,MT1-MMP act inh,Scp-1 inhibitor,Rpn11 block,NRP1-CendR mod,STEP inh,SUMO1-SIM PPI
O=S(=O)(Nc1ccccc1N1CCCCC1)c1ccc(Cl)s1,-4.9,4.9,-2.4,2.0,-8.9,-2.6,i,0.0,1.4,0.2
O=C(COc1ccc(F)c(Cl)c1)NC(=O)NC1CCCC1,-0.7,7.7,-0.6,-0.8,-1.1,/,i,10.7,-1.6,0.6
CCOC(=O)C1=C(C)Nc2nc(C)nn2C1c1ccc(C)cc1 (configuration not stated),0.9,-9.0,1.8,-0.9,9.1,10.9,i,-21.1,1.9,5.5
Cc1ccc(S(=O)(=O)NC(=O)Nc2nccs2)cc1,-1.2,4.1,-5.4,-0.9,-3.4,-11.0,i,-5.5,-2.1,2.4
COC(=O)C1CCCCN1C(=O)c1cccc(OC2CCN(C(=O)C3CC3)CC2)c1 (configuration not stated),0.0,14.8,-4.4,-0.6,0.6,-10.2,i,15.2,-3.5,1.9
COc1ccccc1C(=O)NCCC(=O)NCCC12CC3CC(CC(C3)C1)C2,-1.8,6.6,8.2,2.5,3.8,-4.8,i,20.5,-1.3,0.8
COc1cc(/C=C/C(=O)OCC(=O)c2ccc(OC(F)F)cc2)ccc1O,-12.4,-8.1,-10.8,1.8,4.1,-23.8,i,15.2,1.9,-19.1
CCOc1ccccc1NC1=C(Cl)C(=O)N(Cc2ccccc2)C1=O,5.5,-28.3,-2.7,1.9,-0.4,-4.8,i,14.2,-0.7,-12.7
NC1=CC(=O)C(=O)c2ccccc21,37.1,8.3,1.4,11.5,11.2,45.4,i,28.7*,3.8,13.3
O=S(=O)(c1ccccc1)N(F)S(=O)(=O)c1ccccc1,-0.7,5.4,2.9,-1.5,-1.1,-2.5,i,11.9,-2.1,-0.2
CCOc1cc(/C=N/NC(=O)c2nn(C)cc2Br)ccc1OCc1ccccc1,-1.9,6.5,7.3,1.5,-2.5,-7.6,i,-17.0,3.0,-16.4
Nc1nc(SCC(=O)NCc2ccccc2Cl)[nH]c(=O)c1NC(=O)c1ccccc1F,3.1,-9.6,0.6,-1.6,/,-1.2,i,-3.8,-2.1,14.5
Cc1oc2cc3oc(=O)c(CCC(=O)NCCN4CCOCC4)c(C)c3cc2c1C,-0.3,-4.0,-1.5,1.3,3.3,-1.3,i,0.2,-0.6,4.7
N#CCn1cnc2sc(-c3ccccc3)cc2c1=O,-4.8,7.0,0.5,2.2,3.1,-6.9,i,-18.4,2.1,-6.6
O=C(c1cccc(S(=O)(=O)N2CCOCC2)c1)N1CCN(Cc2ccc3c(c2)OCO3)CC1,0.5,1.7,6.2,-0.2,-0.8,-3.5,i,-3.2,-1.3,-0.6
CCS(=O)(=O)c1nc(S(=O)(=O)c2ccc(C)cc2)c(N2CCC3(CC2)OCCO3)s1,4.1,8.2,-7.6,-0.5,/,19.3,i,7.5,-2.8,-1.5
O=C(NCC1CC1)C1(C(F)(F)F)C/C(=C\Cc2ccccc2)CCCO1 (configuration not stated),2.9,-20.7,-6.3,-0.1,0.7,-9.8,i,7.4,-2.1,0.2
CN(CC(=O)NCc1ccc2c(c1)OCO2)S(=O)(=O)c1ccc(F)cc1,2.0,2.9,-0.8,-0.4,3.3,-1.4,i,4.4,-3.2,6.3
CCc1nc(Nc2ccc3c(c2)OCO3)c2oc3ccccc3c2n1,-12.9,14.5,-3.7,2.6,-1.5,-0.3,i,-7.6,1.0,6.6
OC[C@H]1O[C@@H](n2cnc3c(Nc4ccccc4)ncnc32)[C@H](O)[C@@H]1O,3.1,2.9,1.0,-2.2,0.1,-3.5,i,-4.4,-2.6,3.4
CNC(=O)c1ccc(-c2cc3onc(-c4ccccc4)c3c(=O)n2C)cc1,-3.0,9.5,-0.5,-2.4,-7.0,-8.1,i,15.8,1.7,-1.6
CC(OC(=O)c1cc2sccc2n1C)C(=O)NCc1ccco1 (configuration not stated),10.0,-16.1,-0.8,-1.1,7.5,-2.7,i,-2.6,-1.1,-1.9
O=C(NC(=S)N1CCOCC1)c1cn(-c2ccccc2)nc1-c1ccccc1,1.5,24.7,1.4,0.9,1.8,-7.5,i,-2.1,2.8,5.3
NS(=O)(=O)c1cccc(NC(=O)COC(=O)c2ccc(S(=O)(=O)N3CCOCC3)cc2)c1,-1.7,8.3,1.9,0.2,5.0,2.8,i,-9.0,-3.2,-0.6

# Part of the list above in a different format:
# The line under a structure holds: DNMT1 block, SKN-1 inh, NadD inh, LMPTP block, MT1-MMP act inh, Scp-1 inhibitor, Rpn11 block, NRP1-CendR mod, STEP inh, SUMO1-SIM PPI
> O=C(COc1ccc(F)c(Cl)c1)NC(=O)NC1CCCC1
→ -0.7, 7.7, -0.6, -0.8, -1.1, /, i, 10.7, -1.6, 0.6
> CCOC(=O)C1=C(C)Nc2nc(C)nn2C1c1ccc(C)cc1 (configuration not stated)
→ 0.9, -9.0, 1.8, -0.9, 9.1, 10.9, i, -21.1, 1.9, 5.5
> Cc1ccc(S(=O)(=O)NC(=O)Nc2nccs2)cc1
→ -1.2, 4.1, -5.4, -0.9, -3.4, -11.0, i, -5.5, -2.1, 2.4
> COC(=O)C1CCCCN1C(=O)c1cccc(OC2CCN(C(=O)C3CC3)CC2)c1 (configuration not stated)
→ 0.0, 14.8, -4.4, -0.6, 0.6, -10.2, i, 15.2, -3.5, 1.9
> COc1ccccc1C(=O)NCCC(=O)NCCC12CC3CC(CC(C3)C1)C2
→ -1.8, 6.6, 8.2, 2.5, 3.8, -4.8, i, 20.5, -1.3, 0.8
> COc1cc(/C=C/C(=O)OCC(=O)c2ccc(OC(F)F)cc2)ccc1O
→ -12.4, -8.1, -10.8, 1.8, 4.1, -23.8, i, 15.2, 1.9, -19.1
> CCOc1ccccc1NC1=C(Cl)C(=O)N(Cc2ccccc2)C1=O
→ 5.5, -28.3, -2.7, 1.9, -0.4, -4.8, i, 14.2, -0.7, -12.7
> NC1=CC(=O)C(=O)c2ccccc21
→ 37.1, 8.3, 1.4, 11.5, 11.2, 45.4, i, 28.7*, 3.8, 13.3
> O=S(=O)(c1ccccc1)N(F)S(=O)(=O)c1ccccc1
→ -0.7, 5.4, 2.9, -1.5, -1.1, -2.5, i, 11.9, -2.1, -0.2
> CCOc1cc(/C=N/NC(=O)c2nn(C)cc2Br)ccc1OCc1ccccc1
→ -1.9, 6.5, 7.3, 1.5, -2.5, -7.6, i, -17.0, 3.0, -16.4
> Nc1nc(SCC(=O)NCc2ccccc2Cl)[nH]c(=O)c1NC(=O)c1ccccc1F
→ 3.1, -9.6, 0.6, -1.6, /, -1.2, i, -3.8, -2.1, 14.5

# Sorted by number of heavy atoms (smallest number first): some entries from above
SMILES,DNMT1 block,SKN-1 inh,NadD inh,LMPTP block,MT1-MMP act inh,Scp-1 inhibitor,Rpn11 block,NRP1-CendR mod,STEP inh,SUMO1-SIM PPI
N#CCn1cnc2sc(-c3ccccc3)cc2c1=O,-4.8,7.0,0.5,2.2,3.1,-6.9,i,-18.4,2.1,-6.6
CN(CC(=O)NCc1ccc2c(c1)OCO2)S(=O)(=O)c1ccc(F)cc1,2.0,2.9,-0.8,-0.4,3.3,-1.4,i,4.4,-3.2,6.3
O=C(NC(=S)N1CCOCC1)c1cn(-c2ccccc2)nc1-c1ccccc1,1.5,24.7,1.4,0.9,1.8,-7.5,i,-2.1,2.8,5.3

# Not a hit list. Share with any hit: about 3.9%.
